# Source: PubChem BioAssay
# CFTR F508del cor = correctors of CFTR F508del function in bronchial epithelial cells; CFBE cells, YFP halide quenching; stimulated with forskolin plus potentiator P3; % fluorescence drop versus neutral controls; activity (quench increase), % at 7.58 µM; 350,000 tested, 0.36% active; AID 720511;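 active means mean added fluorescence quench of at least 8% versus neutral control, with both replicates also reaching 8%; inconclusive means only one of the mean or replicate conditions met; inactive means mean below 8% and not both replicates reaching 8%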;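 further: cells transiently co-express mutant CFTR-F508del with the halide-sensitive YFP; corrector assay measuring rescue of mutant channel to the surface after 24 h compound exposure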
# DENV2 CPE rescue = inhibitors of DENV2 cytopathic effect. DENV2-infected cells, cytopathic effect rescue, plate reader. CPE inhibition, % at 9.99 µM. 350,000 tested, 1.7% active; in the data active means CPE inhibition above about 20%, passing the limit was not always enough; inconclusive means no clear call, values can overlap the other calls; tested in BHK-21 cells;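 further: 0% = median of neutral control wells and 100% = median of positive control wells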
# FN deposit inh = fibronectin deposition inhibition. AH1F fibroblasts, Alexa488-fibronectin deposition fluorescence, overnight. inhibition, % at 12.6 µM. 350,000 tested, 0.086% active. AID 743247;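 active means mean inhibition across replicates of 30% or more, regardless of how many single replicates reach that level; inconclusive means mean under 30% yet at least half of replicates reach 30%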;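 further: positive control wells lacked labelled fibronectin entirely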
#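 Material – AH1F fibroblast monolayer, labelled fibronectin deposition · Reagent – labelled fibronectin 24 nM · Timing – 1 h adhesion, overnight exposure · Measured by – fluorescence at 485 nm excitation, 525 nm emission · Read-out – inhibition of fibronectin deposition signal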
# INS-1E GSIS act = primary screen for activators of insulin secretion dependent on glucose, INS-1E cells, GLuc reporter luminescence | 370,000 tested, 0.61% active | AID 743287 | INS-1E GLuc reporter insulin secretion, 2-3 h | activation, % at 16.6 µM;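 active means lowest replicate activation of at least 40%, so every replicate reaches that level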;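 further: 0% = median of neutral control wells and 100% = median of IBMX positive control wells; some compounds called inactive have numbers as strong as hits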
# EWS-Fli inh = blocks EWS/Fli oncoprotein-driven transcription; A673 NR0B1-luciferase reporter, viability-normalised; inhibition, % at 12.6 µM; 350,000 tested, 0.67% active; AID 651661;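 active means mean inhibition of at least 50% after viability correction, with every replicate also passing that limit; inconclusive means mean reaches 50% but only one of two replicates passes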;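 further: firefly luciferase signal divided by Alamar Blue viability fluorescence both relative to DMSO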
# PAX8 inh HTS = PAX8 transcriptional activity inhibition. RMG-I TPO-luciferase reporter, SteadyGlo, 24 h. inhibition, % at 12.6 µM. 360,000 tested, 1.2% active. AID 652154;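 active means mean replicate inhibition at least 60% with every replicate also reaching 60%; inconclusive means only one of the two criteria is met; inactive means mean below 60% and not all replicates reaching 60%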;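 further: luciferase light reporting Pax8 driven TPO promoter activity; plate controls were median of neutral control wells for no effect and mitoxantrone controls for full effect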
# miR122 inh = blocks miR-122 activity in Huh7 sensor cells | 340,000 tested, 0.3% active | Huh7 miR-122 Renilla luciferase sensor, 48 h; neutral wells = 0, positive control = 100 | activation (reporter increase), % at 12.5 µM;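 active means mean replicate activation score at least 90 and every replicate individually at or above 90; inconclusive means only one of the two criteria met; inactive means neither criterion met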;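 further: higher luciferase means less miR-122 activity so hits act as miR-122 inhibitors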
# The depositor's hits bear a star; ? = inconclusive; . = no result given; & = joins results of further samples; [ ] = another dose, or the depositor's remark.
# The first 8 entries, to show the layout:
(1) O=C1CC(c2ccc(F)cc2)CC2=C1C=Nc1ccccc1N2 (configuration not stated)
(2) O=C(NCCCN1CCCC1=O)C1CCC(CNS(=O)(=O)c2ccc(Cl)cc2)CC1 (configuration not stated)
(3) COC(=O)c1cc2c(c3c4cc(OC)ccc4n(S(=O)(=O)c4ccc(OC)cc4)c13)C(=O)N(Cc1ccco1)C2
(4) CC12C(=O)N(c3nccs3)C(=O)C1(C)C1CCC2O1 (configuration not stated)
(5) CCCNC(=O)N(C)C[C@@H]1Oc2ncc(-c3ccc(C(=O)N(C)C)cc3)cc2C(=O)N([C@@H](C)CO)C[C@@H]1C
(6) O=C(C[C@@H]1CC[C@@H]2[C@H](COC[C@H](O)CN2CCC(F)(F)F)O1)NCc1ccc2c(c1)OCO2
(7) CSc1ncccc1C(=O)OCC(=O)c1ccc(Br)s1
(8) CCCC(=O)Nc1nn(CCC)c2nc3ccccc3cc12
assay / compound	1	2	3	4	5	6	7	8
CFTR F508del cor	3.6	0.8	-1.2	0.3	2.1	0.8&-0.4	0.7	.
DENV2 CPE rescue	.	-3	-7	12	?	-2&4	0	.
FN deposit inh	.	1	-6	12	.	-8&4	-8	-2
INS-1E GSIS act	-31	19	.	-15	1	5&9	-7	.
EWS-Fli inh	2	.	5	8	-3	-2&-18	1	.
PAX8 inh HTS	21	5	-9	-10	.	-3&-20	2	-3
miR122 inh	.	-2	.	5	0[16.7 µM]	2[16.7 µM]	-4	-1

# The listing, previewed entries included:
(1) O=C1CC(c2ccc(F)cc2)CC2=C1C=Nc1ccccc1N2 (configuration not stated)
(2) O=C(NCCCN1CCCC1=O)C1CCC(CNS(=O)(=O)c2ccc(Cl)cc2)CC1 (configuration not stated)
(3) COC(=O)c1cc2c(c3c4cc(OC)ccc4n(S(=O)(=O)c4ccc(OC)cc4)c13)C(=O)N(Cc1ccco1)C2
(4) CC12C(=O)N(c3nccs3)C(=O)C1(C)C1CCC2O1 (configuration not stated)
(5) CCCNC(=O)N(C)C[C@@H]1Oc2ncc(-c3ccc(C(=O)N(C)C)cc3)cc2C(=O)N([C@@H](C)CO)C[C@@H]1C
(6) O=C(C[C@@H]1CC[C@@H]2[C@H](COC[C@H](O)CN2CCC(F)(F)F)O1)NCc1ccc2c(c1)OCO2
(7) CSc1ncccc1C(=O)OCC(=O)c1ccc(Br)s1
(8) CCCC(=O)Nc1nn(CCC)c2nc3ccccc3cc12
(9) CC(NC(=O)c1ccc([N+](=O)[O-])o1)C12CC3CC(CC(C3)C1)C2 (configuration not stated)
(10) O=C(Nc1ccc(N2CCCC2)cc1)c1cccc(F)c1
assay / compound	1	2	3	4	5	6	7	8	9	10
CFTR F508del cor	3.6	0.8	-1.2	0.3	2.1	0.8&-0.4	0.7	.	-2.4	.
DENV2 CPE rescue	.	-3	-7	12	?	-2&4	0	.	-1	.
FN deposit inh	.	1	-6	12	.	-8&4	-8	-2	4	-4
INS-1E GSIS act	-31	19	.	-15	1	5&9	-7	.	-27	.
EWS-Fli inh	2	.	5	8	-3	-2&-18	1	.	18	.
PAX8 inh HTS	21	5	-9	-10	.	-3&-20	2	-3	66*	-159
miR122 inh	.	-2	.	5	0[16.7 µM]	2[16.7 µM]	-4	-1	-4	2

(11) Cc1cc(C)c(S(=O)(=O)Cc2ccccc2)c(OC(C)C)n1
(12) O=C(NCCCNC(=O)c1ccc(Cl)cc1Cl)c1cnccn1
(13) O=C(Nc1nnc(SCc2ccc(F)cc2)s1)C1=COCCO1
(14) Cc1ccc(-c2csc(N=C(N)N)n2)cc1
(15) OCC1CCCN(C2CCN(Cc3nc(Cc4cccc(C(F)(F)F)c4)no3)CC2)C1 (configuration not stated)
(16) Cc1cccc(C)c1NC(=O)CN
(17) CN(C)c1cc2c(c(N(C)C)c1)C(=O)c1ccccc1C2=O
(18) CCOC(=O)N1CCN(C(=O)c2cc3cc(F)ccc3[nH]2)CC1
(19) Cc1cccc(C)c1OCc1cc(C(=O)N2CCC[C@H]2C(N)=O)no1
(20) CCOC(=O)c1c(NC(=O)CSc2nc3c(c(=O)n(C)c(=O)n3C)n2C(C)C)sc(C)c1C
assay / compound	11	12	13	14	15	16	17	18	19	20
CFTR F508del cor	5.7	-0.1	0.1	-0.1	0.9	1.2	.	4.8	-0.8	.
DENV2 CPE rescue	-1	1	1	3	.	2	.	-9	5	.
FN deposit inh	-5	-2	6	4	-6	-8	12	.	5	-6
INS-1E GSIS act	50	2	1	-35	-4	7	.	-13	8	13
EWS-Fli inh	-3	-2	-36	-50	5	12	.	4	-8	.
PAX8 inh HTS	-14	-2	-41	-101	-2	-19	-23	-2	-20	.
miR122 inh	5	-7	-5	-2	4	0	-12	.	-5	-1

(21) CO[C@H]1CC[C@@H]2CCOc3ccc(C#N)cc3C(=O)N(C)CCCC(=O)N(C)C[C@H]1O2
(22) Fc1ccc(C2C3=C(Nc4ncnn42)c2ccccc2OC3c2ccncc2)cc1 (configuration not stated)
(23) O=C1CC2(CCN(C(=O)c3ccccc3Br)CC2)Oc2ccccc21
(24) Cc1cc(C(=O)COC(=O)c2ccc(O)cc2)c(C)n1-c1ccccc1F
(25) Cc1noc(C)c1CN(C(=S)NC(C)C)c1ccccc1
(26) O=[N+]([O-])c1ccc(Cn2cc(-c3cccc(C(F)(F)F)c3)nn2)cc1
(27) C=CCN1C(=O)N(c2ccc(Cl)cc2)C(=O)C1CC(=O)Nc1ccc(F)cc1 (configuration not stated)
(28) Cc1cccc(CS(=O)(=O)c2ncc(CO)n2C)c1
(29) CCOc1cc(C(=O)OC(C)C(=O)Nc2ncc(Cl)cc2Cl)ccc1OCC(=O)N1CCOCC1 (configuration not stated)
(30) Cn1cc(/C=C(\NC(=O)c2ccccc2)C(=O)NCCCn2ccnc2)c2ccccc21
assay / compound	21	22	23	24	25	26	27	28	29	30
CFTR F508del cor	.	.	-1.1	-4.0	.	1.9	-1.6	-0.5	-1.0	1.9
DENV2 CPE rescue	.	.	-6	4	-12	-1	-6	-5	12	-1
FN deposit inh	-7	-3	6	.	-2	-3	3	-22	-8	2
INS-1E GSIS act	20	.	-16	4	21	-40	-58	5	2	2
EWS-Fli inh	1	.	0	-10	-4	-32	-1	13	5	-1
PAX8 inh HTS	-10	14	9	-123	1	-4	-8	18	14	.
miR122 inh	.	-1	0	.	.	7	.	-4	.	20

(31) Cc1ccc(S(=O)(=O)Cn2nnnc2C(C(C)C)N2CCC(C(N)=O)CC2)cc1 (configuration not stated)
(32) COc1ccc(NC(=O)Nc2ccc3c(c2)C(=O)N([C@H](C)CO)C[C@@H](C)[C@@H](CN(C)Cc2ccc(C(=O)O)cc2)O3)cc1
(33) Cc1ccc(NC(=O)CCNC(=O)c2ccccc2Cl)cc1S(=O)(=O)N1CCCCCC1
(34) CC(C)c1ccc(NC(=O)[C@H](NC(=O)[C@@H]2Cc3ccccc3CN2)c2ccccc2)cc1
(35) COc1ccc(C2CC=C(C(C)=O)CN2S(=O)(=O)c2ccc(Cl)cc2)cc1 (configuration not stated)
(36) CC1Cc2ccccc2N1C(=O)COC(=O)c1c2c(nc3ccccc13)CCCCC2 (configuration not stated)
(37) COc1ccc(CNC(=O)C[C@H]2C(=O)N(C3CCCCC3)C[C@@H]2Cc2ccccc2)cc1
(38) C[C@H](CO)N1C[C@H](C)[C@H](CN(C)CC2CC2)Oc2c(NS(C)(=O)=O)cccc2C1=O
(39) CC(C)(C)c1ccc(S(=O)(=O)NC(=O)C2(C)CCN2C(=O)C2CC2)cc1 (configuration not stated)
(40) CSCC[C@H](NC(=O)Nc1ccc(S(N)(=O)=O)cc1)C(=O)O
assay / compound	31	32	33	34	35	36	37	38	39	40
CFTR F508del cor	0.1	-2.4	-2.1	1.0	-0.4&-0.2	.	-5.4	1.4	-1.7	0.1
DENV2 CPE rescue	7	-4	-2	57*	-1&-3	.	-9	-3	-15	-1
FN deposit inh	-1	.	-3	6	-8&2	.	-9	-8	6	-6
INS-1E GSIS act	3	6	-17	-28	4	-28	-33	4	-6	.
EWS-Fli inh	-6	-7	5	-10	-3&-9	-2	5	1	13	-9
PAX8 inh HTS	12	.	1	6	7&-7	22	-10	1	7	28
miR122 inh	-6	1[16.7 µM]	3	.	13&5	10	4	-4[16.7 µM]	3	.

(41) COCC(=O)Nc1ccc2c(c1)OC[C@@H](C)N(C(=O)NC(C)C)C[C@@H](C)[C@H](OC)CN(C)C2=O
(42) CCC(=O)N(C)C[C@H]1Oc2cc(C#CC3(O)CCCC3)ccc2S(=O)(=O)N([C@H](C)CO)C[C@@H]1C
(43) C[C@H]1CCCCO[C@H](CN(C)Cc2ccc(C(=O)O)cc2)[C@@H](C)CN([C@@H](C)CO)C(=O)c2cc(NC(=O)Nc3ccccc3)ccc2O1
(44) CC(Sc1nc(=O)cc(N)n1CCc1ccccc1)C(=O)NCc1ccccc1 (configuration not stated)
(45) COc1ccc2cc(C3CC=C(CO)CN3S(=O)(=O)c3ccccc3[N+](=O)[O-])n(C(=O)OC(C)(C)C)c2c1 (configuration not stated)
(46) C[C@@H]1CN([C@@H](C)CO)C(=O)Cc2cc(NC(=O)Nc3ccc(C(F)(F)F)cc3)ccc2O[C@H]1CN(C)C(=O)Nc1ccccc1
(47) COc1ccc(-c2cn3ccccc3n2)cc1
(48) C/C(=N\NC(=O)COc1ccc(C(C)(C)C)cc1)c1cc2ccccc2o1
(49) COC(=O)c1ccc(CN2CC(=O)N3[C@H](C2)[C@@H](c2ccc(-c4ccccc4F)cc2)[C@@H]3CO)cc1
(50) O=c1c(C(c2ccccc2)c2c(O)nc3n(c2=O)CCCS3)c(O)nc2n1CCCS2
assay / compound	41	42	43	44	45	46	47	48	49	50
CFTR F508del cor	-3.1	2.1	1.6	-4.2	-0.4	9.3*	-0.9	-0.2	0.4	.
DENV2 CPE rescue	1	2	-6	-7	-11	1	3	-3	5	.
FN deposit inh	0	.	-2	-9	-7	.	-5	2	.	-1
INS-1E GSIS act	2	6	11	.	-26	-11	3	-11	-14	.
EWS-Fli inh	-9	-2	-9	-12	5	-5	15	-7	-3	.
PAX8 inh HTS	-4	.	-35	-17	18	5	-12	-116	13	-8
miR122 inh	.	6[16.7 µM]	22[16.7 µM]	.	.	-2[16.7 µM]	7	4	.	6

(51) Cc1cc(O)ccc1N/C=C/c1onc(C)c1[N+](=O)[O-]
(52) CCOCCCNC(=O)C(NC(=O)CNC(=O)c1ccccc1)c1ccc(OC)cc1 (configuration not stated)
(53) C=CCN(CC=C)CCOc1cc(C)ccc1[N+](=O)[O-]
(54) CC(C)CCNC(=O)[C@@H](Cc1ccccc1)NC(=O)CC[C@H]1O[C@@H](n2ccc(=O)[nH]c2=O)[C@H](O)[C@@H]1O
(55) O=C(C[C@H]1C=C[C@@H](NC(=O)Nc2ccc3c(c2)OCO3)[C@@H](CO)O1)NCc1ccc(F)cc1
(56) CC(NC(=O)C(=S)N1CCN(C)CC1)c1ccccc1 (configuration not stated)
(57) COc1cccc(NC(=O)c2ccc(N3C(=O)C4CCC(C)CC4C3=O)cc2)c1 (configuration not stated)
assay / compound	51	52	53	54	55	56	57
CFTR F508del cor	.	2.3	.	-0.7	0.6	0.3	2.0
DENV2 CPE rescue	1	13	3	4	-6	-2	-3
FN deposit inh	0	12	3	3	.	.	4
INS-1E GSIS act	.	2	9	-2	-4	4	-3
EWS-Fli inh	-21	-3	-2	0	6	2	4
PAX8 inh HTS	-81	25	17	-4	.	0	-3
miR122 inh	.	-1	.	-5	.	-5	.
